hK5 inh: blocks human kallikrein 5 protease activity; 210,000 tested, 0.59% active; AID 873; inhibition, % at 5 µM; recombinant hK5, fluorogenic AMC substrate cleavage; Q9Y337;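 active = inhibition of 40% or more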;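 also: 0% = enzyme controls without compound and 100% = no-enzyme blanks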
Target sequence (Q9Y337 67-293 limits assumed): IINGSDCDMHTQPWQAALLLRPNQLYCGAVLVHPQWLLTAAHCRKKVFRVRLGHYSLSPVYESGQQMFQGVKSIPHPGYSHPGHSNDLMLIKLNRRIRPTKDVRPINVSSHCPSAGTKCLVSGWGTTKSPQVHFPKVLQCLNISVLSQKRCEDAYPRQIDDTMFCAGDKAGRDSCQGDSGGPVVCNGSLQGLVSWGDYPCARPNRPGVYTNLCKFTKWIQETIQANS
Rad51 HR inh: Rad51 (human) homologous recombination inhibition | Q06609 | hRad51 DNA strand exchange, fluorescence dequenching | inhibition, % at 10 µM | 200,000 tested, 0.085% active | AID 1385;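 active = inhibition above 40% at the single screening dose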;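 also: 0% = DMSO control wells and 100% = blanks with heterologous ssDNA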
Target sequence (Q06609 whole entry, looked up): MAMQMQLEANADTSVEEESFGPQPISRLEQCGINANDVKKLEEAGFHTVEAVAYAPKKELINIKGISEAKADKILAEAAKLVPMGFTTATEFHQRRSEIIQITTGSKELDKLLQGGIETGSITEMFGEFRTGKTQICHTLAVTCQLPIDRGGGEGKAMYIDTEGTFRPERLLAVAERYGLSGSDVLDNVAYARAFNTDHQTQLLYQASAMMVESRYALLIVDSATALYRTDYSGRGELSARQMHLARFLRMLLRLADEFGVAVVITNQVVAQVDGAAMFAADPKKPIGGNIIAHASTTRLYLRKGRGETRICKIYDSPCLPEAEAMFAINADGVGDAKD
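material = hRad51 filaments on single-stranded DNA | timing = filaments 15 min 37 °C, then compound 30 min | signal = FRET fluorescence dequenching, excitation 485 nm, emission 520 nm | benchmarks = control wells and blank wells on each plate | evaluation = percent inhibition relative to plate controls and blanks | compound = 10 µM final, single point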
eIF4E-4G inh: blocks eIF4E binding to eIF4G | TR-FRET eIF4E-eIF4GI(517-606) binding, 2 h | 220,000 tested, 0.37% active | inhibition, % at 21.7 µM | P63073+Q04637;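 also: 0% = full FRET control wells and 100% = background wells lacking eIF4GI fragment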
Furin inhibitor: blocks human furin protease activity. inhibition, % at 30 µM. purified furin, fluorogenic substrate cleavage. P09958. 220,000 tested, 0.061% active; in the data active = inhibition above about 25%; also: inactives centre near -15
Cl transport mod: modulates chloride dependent transport by human KCC2 | KCC2 cells, thallium flux FluoZin-2 fluorescence | B-score of Tl+ flux slope (higher = more flux/activation; lower = inhibition) at 10 µM | 190,000 tested, 2.2% active | AID 1456;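 active = thallium flux slope and its plate-corrected score both differing from the plate sample mean at a set confidence after two filtering rounds, in either direction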;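 also: slope of fluorescence scaled to starting intensity during 10 to 20 s after thallium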
Thrombin inh: thrombin (human) inhibition; inhibition, % at 5 µM; AID 1046; P00734; alpha-thrombin, Boc-VPR-AMC fluorogenic substrate cleavage; 220,000 tested, 0.26% active;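 active = inhibition at or above 40%; inactive = inhibition below 40%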;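 also: 0% = enzyme with no compound and 100% = wells without enzyme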
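Material: human alpha-thrombin protein. Incubation: reaction at ambient temperature. Technique: fluorescence of released AMC, ex 355 nm, em 460 nm. Control set: no-compound enzyme wells and no-enzyme blanks. Also added: Boc-VPR-AMC substrate, 15 µM final. Buffer or medium: pH 7.5 Tris (50 mM) with NaCl 150 mM, Tween 20 0.05%.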
p47phox inh: inhibitors of human p47phox binding; P14598; p47phox/p22phox peptide binding, fluorescence polarization, 2 h; inhibition, % at 24.7 µM; 220,000 tested, 0.53% active;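 also: 0% = p47phox with labelled peptide and 100% = labelled peptide alone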
EBV gp42 block: blocks Epstein-Barr virus glycoprotein 42 binding; 220,000 tested, 0.42% active; inhibition, % (tested at 21.74 µM); Fluorescence polarization binding assay, mP read-out; Q1HVG2; in the data active = inhibition above about 50%
Target sequence (Q1HVG2 whole entry, looked up): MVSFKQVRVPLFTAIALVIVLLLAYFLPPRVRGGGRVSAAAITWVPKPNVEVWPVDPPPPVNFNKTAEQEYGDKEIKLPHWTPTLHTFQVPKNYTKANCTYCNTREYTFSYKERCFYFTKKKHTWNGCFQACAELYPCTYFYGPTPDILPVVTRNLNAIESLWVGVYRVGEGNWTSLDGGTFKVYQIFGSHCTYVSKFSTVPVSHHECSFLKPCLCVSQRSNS
14-3-3 Bad PPI: disrupts binding of bovine 14-3-3 zeta to phospho-Bad peptide | P63103 | TR-FRET 14-3-3zeta/Dy647-pBad peptide displacement, 1 h | inhibition, % at 21.7 µM | 220,000 tested, 0.71% active;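 active = inhibition above about 70%, limit read from the data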;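 also: 0% = full 14-3-3 plus peptide FRET controls and 100% = background without 14-3-3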
Target sequence (P63103 whole entry, looked up): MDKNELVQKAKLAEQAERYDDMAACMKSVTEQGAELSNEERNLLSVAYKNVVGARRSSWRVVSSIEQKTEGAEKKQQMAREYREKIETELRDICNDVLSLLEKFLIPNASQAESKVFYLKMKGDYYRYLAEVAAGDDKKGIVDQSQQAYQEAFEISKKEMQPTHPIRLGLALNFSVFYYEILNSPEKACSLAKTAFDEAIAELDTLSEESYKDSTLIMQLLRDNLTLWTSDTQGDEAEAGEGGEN
Active calls of the source: *; i = inactive; . = not tested or not shown; [ ] = dose if it differs, or a comment.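 The calls were made as follows, unless noted: active = inhibition above about 30% (limit read from the data); inactive = the rest.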

entry	SMILES	EBV gp42 block	Cl transport mod	p47phox inh	Rad51 HR inh	hK5 inh	eIF4E-4G inh	Thrombin inh	14-3-3 Bad PPI	Furin inhibitor
1	CC(=O)OC1CC(C)(C)N(OC(=O)c2ccc(N)cc2)C(C)(C)C1	-13	.	-9	.	3	-4[fluorescence artefact?]	2	10[fluorescence artefact?]	12[20 µM]
2	COc1ccccc1C1CCN(C(=O)c2cccs2)CC1	-12	-0.15	-2	1	6	4	-6	-1	-21
3	COc1cccc(N(CC(=O)NCCSc2ccccn2)S(C)(=O)=O)c1	-23	.	-6	-1	-10	4	-5	7	-20[20 µM]
4	COc1ccc(NC(=O)Cn2cnc3c(oc4nc5c(cc43)COC(C)(C)C5)c2=O)cc1	-7	-0.19	-6	-1	-2	-4	-1	-12	-18
5	C[N+](C)(C)CCCCCC(=O)/C=N/O	-61	1.5	1	-2	-7	1	-5	19	-16
6	CN(Cc1ccccc1)C(=O)c1ccccc1NC(=O)C1CC1	0	0.51	-12	23	-4	0	4	-7	-23
7	CC(=O)c1ccc(N2Cc3ccccc3/C2=N\C(=O)Nc2ccccc2)cc1	1	0.43	1	0	-8	0	-7	-1	-18
8	O=C(CSc1nnc(-c2ccc(S(=O)(=O)N3CCCC3)cc2)n1CC1CCCO1)NC1CC1 (stereo unspecified)	-21	0.33	-6	-10	-4	0	2	-3	-5
9	CC(=O)Oc1cccc(N2C(=O)c3ccc(C(=O)Nc4cccnc4)cc3C2=O)c1	-26	2.8	-11	-19	-5	-1	5	-8	-31
10	COc1ccc(C2CC(c3ccccc3)=NN2c2ccc(S(N)(=O)=O)cc2)cc1OC (stereo unspecified)	-10	0.35	15	15	-34	2	-32	16	-101
11	COc1ccc2nc(NC(=O)C(NS(=O)(=O)c3cccc4nsnc34)C(C)C)sc2c1 (stereo unspecified)	1	.	-1	.	18	-1	-7	0[fluorescence artefact?]	-14
12	C/C(Cc1ccccc1)=N\NC(=O)c1ccc(F)cc1	-16	-0.86	5	3	-20	6	-12	-7[fluorescence artefact?]	0
13	Cc1cc(C)c(S(C)(=O)=O)c(Sc2ccc(Cl)cc2)n1	-19	.	-12	-2	-6	2	1	-4[fluorescence artefact?]	-14[20 µM]
14	COc1ccccc1S(=O)(=O)Cc1ccc(C(=O)N2CCN(c3ccccc3)CC2)o1	-8	-0.75	-6	2	-11	-5	-4	-14	-16
15	COC(=O)Cc1c(C)c2c(O)cc(C)cc2oc1=O	-9	-0.73	2	2	-17	1[fluorescence artefact?]	-4	-10	-33[20 µM]
16	Cn1c(-c2ccc(Br)cc2)cnc1NCc1cccnc1	-9	-0.24	-10	-6	0	8	3	79*	-23[20 µM]
17	CS(=O)(=O)N(CC(=O)N1CCC(C(N)=O)CC1)c1cc(C(F)(F)F)ccc1Cl	-12	0.78	-14	-1	0	-1	-11	-5	-19
18	Oc1ccc(/C=N/Nc2ncnc3nc[nH]c23)cc1	-21	-3.4	-9	-17	0	-6	-5	4	14
19	COc1ccc(-c2csc(NC(=O)CSc3nc(C)nc4sc(C(=O)O)c(C)c34)n2)cc1	65*	0.17	-51	.	6	4	-4	52	-8
20	CCOC(=O)c1cc(-c2ccncc2)nc2c1c(C)nn2C	-9	-0.21	-20	-4	-29	17	-3	-17	-1
21	O=C(COC(=O)c1ccccc1Br)NCc1ccccc1	-21	-0.37	-6	1	-10	-3	0	-12	-15
22	O=C(O)c1ccccc1CSc1nc2ccccc2o1	-7	0.12	5	2	-4	2[fluorescence artefact?]	2	-4[fluorescence artefact?]	-7[20 µM]
23	CSc1ccc(CN2CCN(Cc3ccccc3)C(CCO)C2)cc1 (stereo unspecified)	-8	.	-16	14	.	0	1	0	-23
24	CCC1SC2=NC(C)=C(C(=O)OC)C(c3cccs3)N2C1=O (stereo unspecified)	-25	-0.39	-17	.	9	1	-2	-5	-16
25	Cc1c(/C=C/C(=O)c2ccc(O)cc2)cnn1C	-15	1	-14	-2	-2	0[fluorescence artefact?]	-7	2	7
26	CCOc1ccc(CC(=O)NNC(=S)NCCc2ccccc2)cc1	-9	-0.46	-5	20	-16	1	-8	-14	-26
27	COc1ccc(CNC(=S)NC2CCCC2)cc1	-21	-0.072	-10	-16	-11	1[fluorescence artefact?]	-7	-4[fluorescence artefact?]	-19
28	COC(=O)CSc1nn(-c2ccc(F)cc2)c(=S)s1	-5	.	-19	2	9	1	16	1	-3
29	Cc1nn(Cc2ccc(Cl)cc2Cl)c(C)c1NC(=O)c1ccc(COc2cc(Cl)ccc2Cl)o1	-13	-1.3	-28	1	-20	-11	-5	-6	4[20 µM]
30	CCCn1c(SCC(=O)c2c(C)[nH]c(C)c2C(=O)OCC)nc2ccccc21	-2	-1.7	-2	-17	-14	2	-10	-17[fluorescence artefact?]	-3

The closing two records of the part before open the next one:
entry	SMILES	EBV gp42 block	Cl transport mod	p47phox inh	Rad51 HR inh	hK5 inh	eIF4E-4G inh	Thrombin inh	14-3-3 Bad PPI	Furin inhibitor
29	Cc1nn(Cc2ccc(Cl)cc2Cl)c(C)c1NC(=O)c1ccc(COc2cc(Cl)ccc2Cl)o1	-13	-1.3	-28	1	-20	-11	-5	-6	4[20 µM]
30	CCCn1c(SCC(=O)c2c(C)[nH]c(C)c2C(=O)OCC)nc2ccccc21	-2	-1.7	-2	-17	-14	2	-10	-17[fluorescence artefact?]	-3
31	CCN1CC(O)=C(c2nc3ccccc3s2)C1=N	-10	-0.059	-15	2	2	-1	-5	0	-20[20 µM]
32	COc1cccc(-c2cnc(NCc3cc(Cl)ccc3O)n2C)c1	-10	0.46	-2	-7	-35	2	-12	69	-29
33	CCCn1c(N2CCN(Cc3cccc(C)c3)CC2)nc2c1c(=O)[nH]c(=O)n2C	-16	.	-12	1	-3	6	0	4[fluorescence artefact?]	-34
34	CC1=C(C(=O)Nc2cccnc2)C(c2ccncc2)n2nnnc2N1 (stereo unspecified)	-8	-0.0084	-11	9	-15	0	-6	0	-23
35	CN1c2ccsc2C(O)=C(C(=O)Nc2ccccc2)S1(=O)=O	-10	0.68	-8	-1	-4	0	3	64	-6[20 µM]
36	CCC(=O)Nc1ccc(S(=O)(=O)Nc2cccnc2)cc1	-3	0.75	6	1	8	-2	-3	-17	-34[20 µM]
37	Cc1cccc(Nc2ncnc3ccccc23)c1	-12	.	-7	5	-10	8[fluorescence artefact?]	3	73*	-4
38	N#CCc1ccc(Oc2ncc(C(F)(F)F)cc2Cl)cc1	0	-1.4	3	0	-1	-2	-6	5	-21
39	Cc1nc2ccc(S(=O)(=O)NCC(=O)N(C)Cc3ccco3)cc2s1	-11	-1.1	15	-5	-17	9	-5	-8	6[20 µM]
40	COc1ccccc1NC(=O)N(Cc1ccco1)Cc1cc2cc(C)cc(C)c2[nH]c1=O	-15	.	-8	1	6	1	-2	0	2
41	O=C(/C=C/c1ccc(Cl)cc1)N1CCN(c2ccc(Cl)cc2[N+](=O)[O-])CC1	-6	.	-11	3	-13	-1	-3	-9	-7
42	O=[N+]([O-])C(=C1NCCN1)C(Cl)=C(Cl)Cl	-16	0.73	-8	-1	1	-6	-7	2	-27
43	CCCc1cc(=O)oc2c(CN3CCN(C)CC3)c(O)c(Cl)cc12	-10	.	-13	6	i	6	-30	-1[fluorescence artefact?]	.
44	COc1ccc(/C=N/NS(=O)(=O)c2ccccc2)cc1OS(=O)(=O)c1ccc(C)cc1	5	-0.11	-9	12	-31	-4	-9	-25	12[20 µM]
45	CSc1nncn1/N=C/c1ccc([N+](=O)[O-])cc1	-13	1.4	-7	2	-1	1	-4	-4	-25
46	S=c1[nH]c(-c2ccccc2)cn1/N=C/c1cccnc1	1	1.7	0	17	4	96*	1	-1	-19
47	Cc1ccc(C(=O)Nc2ncc(Cc3ccccc3)s2)o1	2	-3.8	-18	-6	-10	5	1	7	3
48	O=C(CN1C(=O)NC2(CCCCC2)C1=O)Nc1cccc(S(=O)(=O)N2CCOCC2)c1	-4	0.54	-18	15	-2	-1	2	-6	-16
49	Cc1ccc(C(C)C)c(OCC(=O)Nn2c(C)nc3ccccc3c2=O)c1	0	-0.0084	-3	5	-3	3	-7	-4	-8[20 µM]
50	COc1cc(CC(=O)Nc2cccc(SC)c2)cc(OC)c1OC	1	-0.26	-5	6	-5	-3	-7	-8	-31
51	Cc1ccc(NC(=O)COC(=O)C2CCC(=O)N2)c([N+](=O)[O-])c1 (stereo unspecified)	-6	0.3	-2	4	-8	1	2	-6	-24
52	CN(C)c1nc2ncn(Cc3ccccc3)c2c(=O)[nH]1	-12	0.11	-5	.	0	2	-5	-2	-24
53	COc1cccc(CC(=O)Nc2ccc(S(=O)(=O)Nc3nc(C)cc(C)n3)cc2)c1	-6	0.049	-9	11	-18	-1	1	-6	-14
54	O=C(COC(=O)C1CCN(S(=O)(=O)c2cccc3cccnc23)CC1)c1ccc([N+](=O)[O-])cc1	-23	.	-9	.	-13	-26	-3	-2	-13[20 µM]
55	CCCCN(CCCC)C(=S)NC(=O)c1ccccc1Cl	-12	65*	1	-5	-11	6	-4	-7	-23
56	O=C(CSc1nc2ccccc2c(=O)n1-c1ccccc1Cl)Nc1cccc(S(=O)(=O)N2CCOCC2)c1	-17	-1.6	-42	.	-7	-6	-3	-4[fluorescence artefact?]	-22
57	Cc1ccc(NC(=O)CO/N=C(\N)c2nonc2N)cc1	5	.	-5	5	2	5	1	-9	-13[20 µM]

Filtered by structure: the entries above with two or more sulfur atoms (eleven)
entry	SMILES	EBV gp42 block	Cl transport mod	p47phox inh	Rad51 HR inh	hK5 inh	eIF4E-4G inh	Thrombin inh	14-3-3 Bad PPI	Furin inhibitor
3	COc1cccc(N(CC(=O)NCCSc2ccccn2)S(C)(=O)=O)c1	-23	.	-6	-1	-10	4	-5	7	-20[20 µM]
8	O=C(CSc1nnc(-c2ccc(S(=O)(=O)N3CCCC3)cc2)n1CC1CCCO1)NC1CC1 (stereo unspecified)	-21	0.33	-6	-10	-4	0	2	-3	-5
11	COc1ccc2nc(NC(=O)C(NS(=O)(=O)c3cccc4nsnc34)C(C)C)sc2c1 (stereo unspecified)	1	.	-1	.	18	-1	-7	0[fluorescence artefact?]	-14
13	Cc1cc(C)c(S(C)(=O)=O)c(Sc2ccc(Cl)cc2)n1	-19	.	-12	-2	-6	2	1	-4[fluorescence artefact?]	-14[20 µM]
19	COc1ccc(-c2csc(NC(=O)CSc3nc(C)nc4sc(C(=O)O)c(C)c34)n2)cc1	65*	0.17	-51	.	6	4	-4	52	-8
24	CCC1SC2=NC(C)=C(C(=O)OC)C(c3cccs3)N2C1=O (stereo unspecified)	-25	-0.39	-17	.	9	1	-2	-5	-16
28	COC(=O)CSc1nn(-c2ccc(F)cc2)c(=S)s1	-5	.	-19	2	9	1	16	1	-3
35	CN1c2ccsc2C(O)=C(C(=O)Nc2ccccc2)S1(=O)=O	-10	0.68	-8	-1	-4	0	3	64	-6[20 µM]
39	Cc1nc2ccc(S(=O)(=O)NCC(=O)N(C)Cc3ccco3)cc2s1	-11	-1.1	15	-5	-17	9	-5	-8	6[20 µM]
44	COc1ccc(/C=N/NS(=O)(=O)c2ccccc2)cc1OS(=O)(=O)c1ccc(C)cc1	5	-0.11	-9	12	-31	-4	-9	-25	12[20 µM]
56	O=C(CSc1nc2ccccc2c(=O)n1-c1ccccc1Cl)Nc1cccc(S(=O)(=O)N2CCOCC2)c1	-17	-1.6	-42	.	-7	-6	-3	-4[fluorescence artefact?]	-22

Source: PubChem
